# ADAM10 inh: inhibits human ADAM10; inhibition, % at 7 µM; actives 0.62% (n = 370,000); recombinant ADAM10, EDANS/DABCYL FRET peptide cleavage, 3 h; O14672;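 active means inhibition above a per-campaign cutoff equal to the mean of compounds falling between control-based bounds plus 3 SD, cut at about 20% in these data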;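 further: 0% = DMSO wells while the 100% control is not disclosed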
# Target sequence (O14672 214-748 limits assumed): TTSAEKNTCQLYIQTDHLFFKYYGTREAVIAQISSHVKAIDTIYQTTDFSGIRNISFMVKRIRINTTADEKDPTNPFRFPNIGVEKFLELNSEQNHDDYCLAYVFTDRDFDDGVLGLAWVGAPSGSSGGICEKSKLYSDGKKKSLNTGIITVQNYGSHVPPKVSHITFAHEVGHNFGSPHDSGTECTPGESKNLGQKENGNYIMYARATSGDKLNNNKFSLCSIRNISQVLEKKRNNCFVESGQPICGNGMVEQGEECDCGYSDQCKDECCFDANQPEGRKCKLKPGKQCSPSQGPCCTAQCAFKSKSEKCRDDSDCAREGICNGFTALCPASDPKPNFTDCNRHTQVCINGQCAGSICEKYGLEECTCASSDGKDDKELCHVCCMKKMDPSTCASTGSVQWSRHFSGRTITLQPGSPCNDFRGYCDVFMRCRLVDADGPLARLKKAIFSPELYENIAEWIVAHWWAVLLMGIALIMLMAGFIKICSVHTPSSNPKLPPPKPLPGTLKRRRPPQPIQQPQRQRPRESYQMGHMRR
# PLCb3 inh: inhibitors of human phospholipase C beta3. inhibition, % at 12.2 µM. Purified PLC-beta3, fluorogenic substrate, fluorescence. actives 0.18% (n = 370,000). Q01970. AID 720704; in the data active means inhibition above about 11%;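 further: 0% = median of compound wells on plate and 100% = full blocker control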
# DAX1 inh-1: inhibitors of DAX1 repression of SF-1 activated StAR promoter | HEK293T StAR-luciferase reporter, SF-1/DAX-1 repression relief | inhibition, % at 6.8 µM | actives 1.1% (n = 370,000) | AID 652010;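 active means inhibition above the mean over all tested compounds plus 3 SD, cut at about 3.6% in these data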;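 further: 0% = DAX-1 cells with DMSO and 100% = cells lacking DAX-1 with DMSO; higher inhibition means more luminescence from relief of DAX-1 repression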
# sPLA2-III inh: Inhibits HGIII-sPLA2 liposome hydrolysis, primary screen; QFRET BODIPY PC-A2 liposome hydrolysis, fluorescence; actives 0.56% (n = 370,000); inhibition, % at 12.2 µM;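 active means inhibition above mean plus 3 SD of compounds lying within the high and low control bounds, cut at about 19% in these data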;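 further: 0% = median of test compound wells and 100% = no enzyme DMSO wells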
# DAX1 inh-2: NR0B1 (DAX1) inhibition; HEK293 Gal4-DAX1 luciferase reporter, luminescence; inhibition, % at 6.75 µM; actives 0.99% (n = 340,000); AID 504766;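 active means inhibition above the mean over all tested compounds plus 3 SD, cut at about 4.2% in these data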;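 further: 0% = DAX1-transfected cells with DMSO and 100% = empty-vector control cells with DMSO; inhibition shows as a rise in luminescence from relieved DAX1 repression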
# Target sequence (P51843 207-470 limits assumed): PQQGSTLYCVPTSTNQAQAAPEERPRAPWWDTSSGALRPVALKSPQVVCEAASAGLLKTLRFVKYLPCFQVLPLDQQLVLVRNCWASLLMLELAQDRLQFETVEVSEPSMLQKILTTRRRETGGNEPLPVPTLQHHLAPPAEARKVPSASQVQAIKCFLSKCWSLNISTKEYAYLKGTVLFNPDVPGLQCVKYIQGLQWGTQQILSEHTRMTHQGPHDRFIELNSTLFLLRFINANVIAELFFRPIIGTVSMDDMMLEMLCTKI
# hcDAF-12 act: H. contortus DAF-12 activation, primary screen | HEK293 hcDAF-12 lit1-tk-luc reporter, luminescence; 0% DMSO, 100% Δ7-dafachronic acid | activation, % at 6.8 µM | actives 1.4% (n = 370,000) | AID 652067;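 active means activation above the mean of all tested compounds plus 3 SD, cut at about 5.5% in these data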;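 further: 100% = response to 3 µM Δ7-dafachronic acid high control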
# hgDAF12 agonist: agonists of H. glycines DAF-12 nuclear receptor | HEK293 GAL4-hgDAF12 UAS-luciferase reporter, agonist luminescence; normalized to butyrate control | activation, % at 6.8 µM | actives 1.8% (n = 370,000) | AID 687014;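 active means activation above a cutoff set at the mean of all screened compounds plus 3 SD, cut at about 10% in these data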;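 further: 0% = DMSO wells and 100% = sodium butyrate wells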
# GAA850 FXN act: increases GAA850 frataxin promoter reporter activity | AID 540364 | activation, % at 6 µM | actives 0.56% (n = 360,000) | HEK293 lucGAA850 FXN promoter luciferase reporter, 24 h; percent of 10 µM SAHA response;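 active means activation above the average of all compounds screened plus 3 SD, cutoff fixed separately per campaign, cut at about 7.5% in these data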;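 further: 0% = DMSO wells and 100% = 10 µM SAHA wells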
# ADAM17 inh: inhibitors of human ADAM17; P78536; actives 0.83% (n = 370,000); recombinant ADAM17, EDANS/DABCYL FRET peptide cleavage; inhibition, % at 6.95 µM;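 active means inhibition above the mean of compounds lying between control limits plus 3 SD, set per campaign, cut at about 8.5% in these data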;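 further: 0% = DMSO-only wells as the low control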
# PLCg1 inh: PLC-gamma1 (human) inhibition, primary screen; P19174; actives 0.84% (n = 370,000); inhibition, % at 12.2 µM; purified PLC-gamma1, fluorogenic substrate, fluorescence; in the data active means inhibition above about 9.5%
# ssDAF-12 act: activates DAF-12 receptor from parasite S. stercoralis; HEK293 ssDAF-12/GRIP1 lit1-tk-luc reporter, luminescence; % of 3 µM dafachronic acid response; activation, % at 6.8 µM; actives 1% (n = 370,000);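 active means activation above the mean over all tested compounds plus 3 SD, cut at about 0.9% in these data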;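 further: 0% = DMSO-only wells and 100% = 3 µM delta7-dafachronic acid wells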
# Numbers without * were called inactive; i = inactive; . = not tested or not shown.
SMILES,ADAM10 inh,PLCb3 inh,DAX1 inh-1,sPLA2-III inh,DAX1 inh-2,hcDAF-12 act,hgDAF12 agonist,GAA850 FXN act,ADAM17 inh,PLCg1 inh,ssDAF-12 act
COc1ccc(C2C(=O)c3ccccc3C2=O)c(OC)c1,-10,-5,0.8,4,0.7,-2.0,-1.6,-2.0,-2,-2,-0.8
O=C(CSc1nnc2ccccn12)Nc1nsc(-c2ccccc2)n1,-21,-10,0.0,5,-0.1,-1.4,5.6,0.9,-8,-9,-1.0
O=C(COc1ccc(Br)cc1)NC1CC1,-7,-5,1.4,4,-0.2,4.4,-0.5,-1.6,-2,1,-0.7
CC1(C)Cc2cccc(OCC(=O)NC3CC3)c2O1,-4,2,0.3,1,-0.1,-0.2,2.5,0.1,0,-2,-1.1
Cn1ccnc1C1CCCCN1Cc1nc(Cc2ccccc2F)no1 (configuration not stated),6,-3,-0.4,-4,0.4,-0.8,1.6,0.1,-2,-1,-1.2
CC1CCCC(NC(=S)Nc2cccc(S(=O)(=O)N(C)C)c2)C1C (configuration not stated),0,-5,0.9,-17,-0.3,-1.2,-1.7,-0.8,-2,-1,-1.7
Cn1c(/C=C/c2cccc([N+](=O)[O-])c2)c([N+](=O)[O-])c(=O)n(C)c1=O,-8,-4,-1.2,1,-2.8,-2.5,-0.7,-1.6,-2,3,-1.3
O=C(NCc1ccccn1)c1ccc(N2CCCC2)c([N+](=O)[O-])c1,0,2,-0.1,0,0.2,-0.7,0.2,1.6,-1,0,-1.1
COC(=O)c1cn(-c2ccccc2)nc1-c1ccc(OC)c(OC)c1,-2,-3,-0.5,0,-1.4,-0.6,1.2,2.7,-5,0,-1.1
CCCCc1cc(=O)oc2cc(C)cc(OCC(=O)O)c12,i,i,0.0,4,-0.3,-0.5,-1.7,-1.9,-193,-382,-1.3
Cc1nn(-c2ccccc2)c(Cl)c1/C=C(\CC(=O)O)c1nc2ccccc2s1,-3,-13,0.2,-11,2.3,-1.8,1.8,-1.6,2,-7,-1.4
COc1ccc2[nH]c3c(c2c1)CCN1C(=O)C(CC(=O)NCCC2=CCCCC2)C[C@H](C(=O)N2CCOCC2)[C@@]31C (some centres not stated),-8,2,-2.1,7,-0.1,-1.4,0.1,0.4,-5,2,-0.7
NC(N)=NS(=O)(=O)c1ccc(NC(=S)NC(=O)c2sc3ccccc3c2Cl)cc1,-10,-6,-0.8,-1,-2.6,-0.6,-0.4,-5.2,-2,-2,-1.6
COc1ccc(N2CCN(CCCNC(=O)C3CCCN(S(=O)(=O)c4c(C)n[nH]c4C)C3)CC2)cc1 (configuration not stated),-12,1,0.1,0,1.9,-1.4,-1.4,-0.2,-2,3,-1.3
NC(=O)C1CCN(C(=O)C2CC(=O)N(c3ccc4c(c3)OCCO4)C2)CC1 (configuration not stated),-10,0,0.8,4,1.7,0.2,-0.1,-0.4,-1,2,-0.9
CC1N(O)C(c2ccc(Cl)cc2Cl)N(O)C1(C)C (configuration not stated),-5,1,-0.3,-2,0.4,1.1,1.7,-1.9,-4,-1,-0.9
COc1ccc(-c2nn(-c3ccccc3C)cc2CNC(C)Cn2cncn2)cc1F (configuration not stated),-7,-7,0.5,2,-0.4,-3.0,-0.1,1.7,-8,9,-1.9
COC(=O)c1c(NC(=O)CSc2nnc(-c3ccco3)n2C)sc(C)c1C,-6,4,-0.1,-5,-0.5,-1.7,-1.7,-2.6,-1,1,-0.7
COc1ccc(C)cc1NC(=O)CN1C(=O)C(=O)N(C2CCCC2)C1=O,-5,-2,0.5,2,-0.1,-0.3,-1.9,2.5,2,1,-1.0
CCC1Oc2ccc(C)cc2N(CC(=O)NCCCN2CCOCC2)C1=O (configuration not stated),0,-2,0.5,4,1.1,-0.7,-0.1,0.9,0,-27,-0.9
COC(=O)c1cc2c(c3c4ccccc4n(S(=O)(=O)c4ccccc4)c13)C(=O)N(Cc1ccc(C(F)(F)F)cc1)C2,-1,-5,0.1,-4,.,0.5,2.0,.,-2,-9,0.1
O=C(NCc1cccnc1)Nc1cccc(Cl)c1,-10,-10,-0.1,-1,0.6,-0.8,0.5,1.6,-6,-2,-1.4
C=CCOc1cccc(CNc2cccc(C(=O)O)c2)c1,-98,-39,1.8,-2,2.9,1.5,9.7,4.8,-38,-24,0.1
CC(C)=C1C2CCC1C1C(=O)N(c3nc(-c4ccccc4)c(C)s3)C(=O)C21 (configuration not stated),5,1,-0.6,0,1.7,0.3,0.0,1.5,5,3,-1.4
CN=CC1=C(O)c2ccccc2C1=O,2,-30,0.2,6,0.2,2.0,-0.7,1.4,-2,-15,-0.3
C=C(C)CN1C(=O)C2(OCCO2)c2ccccc21,-2,-5,0.2,-1,1.3,-1.7,-2.0,0.1,2,2,-0.8
CCCCNC(=S)N1CCn2cccc2C1c1ccccc1 (configuration not stated),4,-8,0.1,-5,0.5,1.6,-1.9,-0.9,-3,-5,-1.5
CC1CCCN(C(=O)c2ccncc2)C1 (configuration not stated),0,3,0.2,4,0.9,0.0,0.8,0.4,0,-1,-0.7
COc1ccc(S(=O)(=O)N2CCCCC2)cc1NC(=O)Cc1ccsc1,-14,-6,-0.3,0,0.0,0.2,-2.3,1.3,-5,1,-0.7
Cc1cc(-c2csc(Nc3ccccn3)n2)ccc1F,17,-4,1.9,0,4.2,15*,17*,1.4,6,1,1.7*
Cc1nonc1C(=O)N/N=C/c1ccc(O)cc1O,1,-24,-1.0,-15,-1.2,-0.3,-4.8,-1.6,-1,-18,-1.1
CN1C(=O)/C(=C/c2ccc(C(=O)Nc3ccc(O)cc3C(=O)O)cc2)SC1=S,-2,-7,0.4,-12,-0.8,3.5,-0.8,-0.6,3,2,-0.5
Cn1nc(C(=O)NCc2ccc(F)cc2)c2c1-c1ccccc1S(=O)(=O)C2,1,-3,-1.9,2,0.1,-0.4,-2.9,0.5,-2,3,-1.5
Cc1cc(NC(=O)CSc2nnc(C3COc4ccccc4O3)o2)no1 (configuration not stated),6,-1,-0.8,-14,0.7,0.3,1.4,-0.5,2,1,-1.6
CCN(CC(=O)N1CCN(Cc2ccccc2)CC1)S(=O)(=O)c1ccc(F)cc1,-4,-5,-1.8,-1,0.2,-2.3,0.9,-1.9,-5,0,-1.2
COC(=O)c1ccc(CN2CCCC(CO)(Cc3ccccc3F)C2)cc1 (configuration not stated),-2,-2,0.5,-8,0.1,-0.7,-1.6,2.2,-1,0,-1.1
Nc1nc(Nc2ccc(Cl)cc2)nc2ccccc12,-20,-17,2.1,-17,-1.4,14*,14*,4.9,-3,-6,2.5*
COc1ccc(/C(O)=C2/C(=O)C(=O)N(CCCC(=O)O)C2c2ccc(OC)cc2)cc1 (configuration not stated),6,1,0.8,1,-0.3,-0.5,-0.3,1.5,-2,2,-0.9
CCC(=O)NC(C)C(c1cccs1)N1CCN(c2ccccc2)CC1 (configuration not stated),0,6,0.1,-3,0.4,-1.6,1.2,-2.0,0,2,-0.5
C=CC[C@H](CC(=O)N(CCO)Cc1ccccc1)C(=O)N[C@H](COC(=O)[C@@H](CC=C)Cc1ccc(F)cc1)C(C)(C)C,16,6,-0.3,-13,0.6,-2.4,-2.7,-5.2,7,6,-0.9

# Profiles, looked up by structure.
# Cc1nonc1C(=O)N/N=C/c1ccc(O)cc1O in the list: ADAM10 inh: 1; PLCb3 inh: -24; DAX1 inh-1: -1.0; sPLA2-III inh: -15; DAX1 inh-2: -1.2; hcDAF-12 act: -0.3; hgDAF12 agonist: -4.8; GAA850 FXN act: -1.6; ADAM17 inh: -1; PLCg1 inh: -18; ssDAF-12 act: -1.1
# O=C(NCc1cccnc1)Nc1cccc(Cl)c1 in the list: ADAM10 inh: -10; PLCb3 inh: -10; DAX1 inh-1: -0.1; sPLA2-III inh: -1; DAX1 inh-2: 0.6; hcDAF-12 act: -0.8; hgDAF12 agonist: 0.5; GAA850 FXN act: 1.6; ADAM17 inh: -6; PLCg1 inh: -2; ssDAF-12 act: -1.4

# New compounds follow
SMILES,ADAM10 inh,PLCb3 inh,DAX1 inh-1,sPLA2-III inh,DAX1 inh-2,hcDAF-12 act,hgDAF12 agonist,GAA850 FXN act,ADAM17 inh,PLCg1 inh,ssDAF-12 act
CCSC1=NCCN1S(=O)(=O)c1ccc2ccccc2c1,-1,1,-0.7,4,-1.1,-2.1,-2.8,1.9,0,3,-0.8
Cc1cccn2c(=O)c3cc(C(=O)NCC4CCCO4)c(=N)n(CC4CCCO4)c3nc12 (configuration not stated),i,i,-0.2,-8,-1.2,0.1,2.1,1.4,i,i,-0.8
Cc1ccc(S(=O)(=O)Nc2nc(N)n(-c3ccccc3)n2)cc1,-2,0,-0.1,-5,.,0.5,-0.4,1.2,0,-6,-0.8
COc1ccc(N2CC(C(=O)NCCN3C(=O)S/C(=C\c4cccnc4)C3=O)CC2=O)c(OC)c1 (configuration not stated),-4,-11,4.4*,4,-0.3,2.0,0.1,0.2,-6,-2,-0.2
O=C(CSc1nnnn1-c1ccccc1)NC1CCCc2ccccc21 (configuration not stated),-2,-2,-0.5,2,-0.2,-1.5,1.6,0.9,-1,0,-1.8
O=c1[nH]cnc2cc(-c3ccccc3)sc12,-6,-1,1.5,-2,0.1,1.2,13*,5.7,-5,-1,-0.8
Cc1cccc(NC(=O)CCC2CCN(C(=O)c3ccc(C)s3)CC2)c1,5,-5,0.9,-1,0.1,-0.8,0.5,-0.9,1,6,-1.0
O=C(Cc1ccc(Cl)cc1)N1CCN(c2ccccc2)CC1,0,-4,0.3,-3,1.1,-1.6,-0.1,3.5,2,2,-0.2
COc1ccccc1-n1cnnc1SCC(=O)N1CCN(C(=O)c2ccco2)CC1,-3,0,0.0,7,-0.2,-0.5,-1.2,-0.3,5,5,-1.1
Cc1ccc(N=C2S/C(=C\c3cn(CC(=O)O)c4ccccc34)C(=O)N2C)cc1,11,-29,-0.1,-37,2.2,2.0,-2.2,4.8,5,-28,0.7
CC(=O)NC12CC3CC(C1)CC(C(=O)Nc1nc4c(C)cccc4s1)(C3)C2,3,-7,-2.0,-1,0.0,3.0,1.1,1.5,-1,1,0.1

# Given tab-delimited: four of the compounds above.
SMILES	ADAM10 inh	PLCb3 inh	DAX1 inh-1	sPLA2-III inh	DAX1 inh-2	hcDAF-12 act	hgDAF12 agonist	GAA850 FXN act	ADAM17 inh	PLCg1 inh	ssDAF-12 act
Cc1cccn2c(=O)c3cc(C(=O)NCC4CCCO4)c(=N)n(CC4CCCO4)c3nc12 (configuration not stated)	i	i	-0.2	-8	-1.2	0.1	2.1	1.4	i	i	-0.8
Cc1ccc(S(=O)(=O)Nc2nc(N)n(-c3ccccc3)n2)cc1	-2	0	-0.1	-5	.	0.5	-0.4	1.2	0	-6	-0.8
COc1ccc(N2CC(C(=O)NCCN3C(=O)S/C(=C\c4cccnc4)C3=O)CC2=O)c(OC)c1 (configuration not stated)	-4	-11	4.4*	4	-0.3	2.0	0.1	0.2	-6	-2	-0.2
O=C(CSc1nnnn1-c1ccccc1)NC1CCCc2ccccc21 (configuration not stated)	-2	-2	-0.5	2	-0.2	-1.5	1.6	0.9	-1	0	-1.8

# High-throughput results from PubChem.
